AmpC no deterg = blocks E. coli AmpC beta-lactamase in detergent-free assay | P00811 | AmpC nitrocefin hydrolysis, absorbance 480 nm, 0.0001% Triton | Potency, µM (titrated, usually from 57.1 µM), inactives show top-dose activity change, negative = inhibition, hits mostly inhibitors | hit rate 0.52% among 330,000 | AID 485341;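 further: potency means the concentration at half of the fitted maximal effect; plate controls were no compound for no effect and no enzyme for full effect; nearly all actives have a fitted effect of over 20% in size; some results filed as inactive show a strong effect at the top dose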
Target sequence (P00811 whole entry, looked up): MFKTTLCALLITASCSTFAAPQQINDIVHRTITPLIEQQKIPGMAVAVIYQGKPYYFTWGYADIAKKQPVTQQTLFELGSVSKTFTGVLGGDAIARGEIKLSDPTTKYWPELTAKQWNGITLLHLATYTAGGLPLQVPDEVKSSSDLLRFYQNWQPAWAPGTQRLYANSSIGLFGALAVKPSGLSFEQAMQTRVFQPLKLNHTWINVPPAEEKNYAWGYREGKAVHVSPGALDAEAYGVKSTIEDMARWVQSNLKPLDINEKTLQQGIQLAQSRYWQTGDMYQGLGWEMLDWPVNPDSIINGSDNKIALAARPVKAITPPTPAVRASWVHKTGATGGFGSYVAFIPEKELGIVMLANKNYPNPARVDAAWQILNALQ
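20 mM phosphate pH 7.0 + 0.01% (detergent screen) or 0.0001% Triton X-100; 5.3 nM AmpC reagent; cpd preinc 15 min RT; nitrocefin (800 uM stock) to start; A480 q20 s × 4 min; Activity was normalised to no-enzyme and no-compound control wells.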
HCV inh = inhibitors of hepatitis C virus infection | Huh7.5.1 HCVcc-Cre infection, luciferase reporter, 44 h | hit rate 3.4% among 340,000 | Potency, µM (series often up to 41.8 µM), for the others: at the top dose activity change, negative = inhibition, hits mostly inhibitors; further: potency means the concentration at half of the fitted maximal effect
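Cells seeded at 1,000/well and cultured 4 h, then compounds added followed by HCVcc-Cre virus (~0.5 moi). After 44 h further culture, luciferase substrate was added, plates held 15 min at room temperature, and luminescence read for 15 sec.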
HCMV inh = inhibitors of human cytomegalovirus | HFF cells, HCMV-luciferase reporter, 72 h; stronger effect = lower value | activity change, negative = inhibition, % at 57.5 µM | hit rate 4.5% among 410,000 | AID 1259415; in the data active means activity change below about -60%; inconclusive means no clear call, values can overlap the other calls; inactive means above about -39%
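Two compound doses tested in HFFs infected with HCMV-luciferase, MOI 1 PFU/cell, 72 h at 37C. Lysate luminescence read with OneGlo; data normalized against buffer-only and 10uM Salinomycin inhibitor controls.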
FBPA Giardia inh = Giardia lamblia aldolase inhibition; purified Giardia FBPA; Potency, µM (top dose mostly 59.6 µM), without a hit: at the top dose activity, negative = inhibition, most hits filed as inhibitors; hit rate 0.71% among 290,000; AID 2451; further: potency means the concentration at half of the fitted maximal effect; nearly all actives have a fitted effect of over 55% in size
Target sequence (A8B2U2 whole entry, looked up): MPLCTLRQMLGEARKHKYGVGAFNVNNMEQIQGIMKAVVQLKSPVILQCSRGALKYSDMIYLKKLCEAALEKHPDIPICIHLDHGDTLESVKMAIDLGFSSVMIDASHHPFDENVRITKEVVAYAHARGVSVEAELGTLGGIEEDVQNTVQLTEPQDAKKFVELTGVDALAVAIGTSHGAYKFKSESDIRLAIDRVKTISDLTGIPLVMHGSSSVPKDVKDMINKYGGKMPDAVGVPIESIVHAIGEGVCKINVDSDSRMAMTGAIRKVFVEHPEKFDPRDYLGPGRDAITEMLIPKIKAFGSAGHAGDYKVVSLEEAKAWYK
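Giardia FBPA (40 nM reagent) was preincubated 10 min at RT with compound (up to 57.5 uM final), then substrate plus GAPDH/TPI/NAD/arsenate coupling system with diaphorase/resazurin was added; resorufin fluorescence (525/598 nm) was read after 20 min.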
Sm TGR block = blocks Schistosoma mansoni thioredoxin glutathione reductase; Q962Y6; purified TGR, DTNB reduction, TNB absorbance 405 nm; hit rate 3% among 360,000; Potency, µM (doses to about 114 µM), for inactives: top-dose activity change, negative = inhibition, most hits filed as inhibitors; further: potency means the concentration at half of the fitted maximal effect; nearly all actives have a fitted effect of over 60% in size
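Kinetic colorimetric format: TGR-catalysed, NADPH-driven DTNB reduction monitored via TNB absorbance. Enzyme dispensed at 20 nM; compound exposure 15 min at room temperature before reaction start.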
AmpC inh detg = blocks E. coli AmpC beta-lactamase in detergent assay; hit rate 0.041% among 370,000; Potency, µM (highest dose often 114 µM), for the others: at the highest dose activity change, negative = inhibition, hits mostly inhibitors; AmpC hydrolysis of nitrocefin, absorbance 480 nm, 0.01% Triton;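 further: potency means the concentration at half of the fitted maximal effect; 0% = no-compound wells and -100% = no-enzyme wells; nearly all actives have a fitted effect of over 25% in size; some results filed as inactive show a strong effect at the top dose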
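20 mM phosphate pH 7.0 + 0.01% (detergent screen) or 0.0001% Triton X-100; 5.3 nM AmpC reagent; cpd preinc 15 min RT; nitrocefin (800 uM stock) to start; A480 q20 s × 4 min; Activity was normalised to no-enzyme and no-compound control wells.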
* marks the source's active call; other numbers are inactive results; ? = inconclusive; . = no result given; [ ] = dose if it differs, or a comment. Unless noted, the call rests on the fitted dose curve; in most records, active means well fitted curve in the direction sought with a large enough effect; inconclusive means small, poorly fitted or top-dose-only effect, or another doubt; inactive means no such curve, though single readings can be large; an effect the other way counts as inactive or inconclusive. Unless noted, on the % scale 0 is the no-effect control and ±100 the full control effect.

1) c1ccc2c(c1)oc1c(Nc3ccc(CN4CCOCC4)cc3)ncnc12
2) Cc1ccccc1OCCC(=O)OCC(=O)Nc1ccc(C(N)=O)cc1
3) COC(=O)c1sccc1-n1cccc1C(=O)NCc1ccccc1
4) CCCCN(C)S(=O)(=O)c1ccc(C(=O)Nc2nnc(CSC)o2)cc1
5) Cn1cc(/C=C(\C(=O)O)C(C(=O)O)=C2CCCCC2)c2ccccc21
6) COc1cc(C2c3c([nH]c(=O)[nH]c3=O)Nc3ccc4ccccc4c32)cc(OC)c1OC (configuration not stated)
7) O=C(NCCNc1ccc([N+](=O)[O-])cc1C(F)(F)F)c1ccccc1F
8) Cc1ccc(C)c(N2CCN(C(=O)CCC(=O)Nc3nnc(C(F)(F)F)s3)CC2)c1

Assay by compound	1	2	3	4	5	6	7	8
AmpC no deterg	26.8%	-24.3%	-3.5%	-29.3%	-2.4%	-41.7%	-14.2%	67.1%[activator]
HCV inh	?	2.3%	14.3%	?	14.7%	17.0%	?	2.0%
HCMV inh	-38.2	-12.5	-22.1	?	-24.1	5.9	-16.4	-28.5
FBPA Giardia inh	-3.4%	-0.7%	3.0%	?	-2.8%	-18.4%	4.4%	.
Sm TGR block	-2.1%	-1.6%	12.3%	-29.1%	.	-0.6%	7.6%	0.0%
AmpC inh detg	3.1%	-4.9%	-10.7%	?	1.7%	0.0%	-1.3%	-0.7%

4 of the compounds above, with two lines to a compound:
Each structure is followed by: AmpC no deterg, HCV inh, HCMV inh, FBPA Giardia inh, Sm TGR block, AmpC inh detg
5. Cn1cc(/C=C(\C(=O)O)C(C(=O)O)=C2CCCCC2)c2ccccc21
    -2.4%, 14.7%, -24.1, -2.8%, ., 1.7%
6. COc1cc(C2c3c([nH]c(=O)[nH]c3=O)Nc3ccc4ccccc4c32)cc(OC)c1OC (configuration not stated)
    -41.7%, 17.0%, 5.9, -18.4%, -0.6%, 0.0%
7. O=C(NCCNc1ccc([N+](=O)[O-])cc1C(F)(F)F)c1ccccc1F
    -14.2%, ?, -16.4, 4.4%, 7.6%, -1.3%
8. Cc1ccc(C)c(N2CCN(C(=O)CCC(=O)Nc3nnc(C(F)(F)F)s3)CC2)c1
    67.1%[activator], 2.0%, -28.5, ., 0.0%, -0.7%

Remaining list, next part
9) Brc1cccc(OCCCN2CCCCCC2)c1
10) Cc1ccc(C(=O)c2c[nH]cc2-c2ccccc2)cc1
11) O=C(C1=NNC2C(=O)N(c3ccccc3)C(=O)C12)c1nc(Cl)ccc1Cl (configuration not stated)
12) Cc1cccc(CN2CCCC(C(=O)c3cccc(OC(C)C)c3)C2)n1 (configuration not stated)
13) C=CCNC(=O)c1cnn(-c2ccccc2)c1-c1ccccc1
14) Cc1cc(NC(=O)c2ccccc2Cl)n(C(C)(C)C)n1
15) CC(=O)N1Cc2cc(N)ccc2Oc2ccccc21
16) O=C(CCn1c(=S)[nH]c2ccccc2c1=O)NCCc1ccccc1

Assay by compound	9	10	11	12	13	14	15	16
AmpC no deterg	-11.5%	-16.8%	-9.7%	56.8%	-19.1%	-14.7%	-18.7%	-35.0%
HCV inh	-2.2%	-14.5%	17.9%	?	-16.7%	-11.9%	10.4%	-0.5%
HCMV inh	-31.2	10.1	13.3	?	-24.0	-17.1	15.9	?
FBPA Giardia inh	?	-6.3%	0.3%	2.3%	-8.8%	1.4%	-0.4%	-1.0%
Sm TGR block	-2.3%	2.2%	10.0%	0.7%[57.1 µM]	-4.3%	5.0%	-8.5%	1.8%
AmpC inh detg	4.4%	3.0%	-15.3%	-5.4%	5.1%	4.4%	-1.3%	2.5%

17) Cc1occc1C(=O)Nc1nnc(-c2cccs2)s1
18) COc1ccc(CCn2ccc(O)c(Cc3ccc(Cl)cc3)c2=O)cc1OC
19) Cc1ccc(CN2C(=O)CSC2c2ccccc2F)cc1 (configuration not stated)
20) O=C(CSc1nc(-c2ccccc2)cc(=O)[nH]1)N1CCc2ccccc21
21) C/C(CC(=O)Nc1ccc(Cl)cc1)=N\NC(=O)C(=O)NCCO
22) COc1ccc(Cl)cc1NC(=O)N1CCC(CN2CCc3ccccc3C2)CC1
23) CCc1ccc2occ(CC(=O)Nc3c(C(=O)c4ccc(F)cc4)oc4ccccc34)c2c1
24) CSCCC(NC(=O)COc1ccccc1)C(=O)N(C)Cc1ccc(F)cc1 (configuration not stated)

Assay by compound	17	18	19	20	21	22	23	24
AmpC no deterg	-30.3%	-37.2%	-10.0%	-17.8%	-1.2%	.	.	13.7%
HCV inh	10.6%	-5.9%	11.3%	0.2%	0.0%	.	.	-26.0%
HCMV inh	16.0	21.2	13.1	-5.1	-18.3	29.6	1.1	-1.8
FBPA Giardia inh	6.2%	-11.5%	7.1%	-9.5%	-5.1%	.	.	.
Sm TGR block	.	-12.0%	-7.7%	-2.1%	-34.3%	-17.4%	0.0%	-4.8%
AmpC inh detg	-4.0%	3.2%	-4.3%	0.5%	?	0.9%	-3.7%	?

Individual results from above.
Entry for entry 18 under HCMV inh: 21.2
Entry for entry 21 under Sm TGR block: -34.3%
Entry for entry 20 under Sm TGR block: -2.1%

The list continues.
25) O=C(Nc1cccc(Br)c1)c1ccn[nH]1
26) Cc1cccc(NC(=O)CSc2ncc(-c3ccc(Br)cc3)[nH]2)c1
27) O=[N+]([O-])c1ccc(Cl)c2cccnc12
28) CC1CN(CN2C(=O)c3ccccc3C2=O)CC(C)O1 (configuration not stated)
29) O=C1N=c2ccccc2=C1c1sc(NS(=O)(=O)Cc2ccccc2)nc1O
30) Cc1nn2c3ccccc3n(CCN3CCCCC3)c2nc1=O
31) COC(=O)c1cc(OC)c(OCc2cc(C(=O)OC)oc2C)c(OC)c1
32) NS(=O)(=O)c1ccc(NC(=O)COC(=O)CCc2ccc(S(=O)(=O)N3CCOCC3)cc2)cc1

Assay by compound	25	26	27	28	29	30	31	32
AmpC no deterg	-13.4%	.	-13.5%	5.62µM*	3.55µM*	-12.2%	-6.5%	-30.4%
HCV inh	18.2%	.	13.1%	8.0%	17.6%	?	-13.0%	14.8%
HCMV inh	13.2	-25.3	10.1	16.1	?	21.6	-31.7	0.0
FBPA Giardia inh	4.9%	.	-4.0%	0.0%	10.4%	-1.0%	-4.0%	-1.5%
Sm TGR block	16.7%	4.0%	-10.1%	16.8%	-11.2%	5.8%	-10.7%	-10.6%
AmpC inh detg	4.2%	11.8%	1.6%	9.7%	-11.7%	-8.0%	-1.4%	4.7%

33) COc1ccc(C2=NN(C(=O)c3cccs3)C(c3ccccc3O)C2)cc1 (configuration not stated)
34) CC1(C)Cc2c(cnn2-c2ccc(F)cc2)C(NC(=O)C2CCC2)C1 (configuration not stated)
35) CCCCOc1cccc(NC(=O)CSc2nncn2C)c1
36) Cc1ccc(S(=O)(=O)NC2=NCN(C(C)C)CN2)cc1
37) CCS(=O)(=O)N1CCC(NC(=O)c2cc(OC)cc(OC)c2)CC1
38) CCCn1c2ccc(F)cc2c2nnc(SCCN(CC)CC)nc21
39) O=C1N[C@@H](Cc2ccccc2)COC(=O)[C@H](Cc2ccc(F)cc2)C/C=C\C[C@@H]1CC(=O)N(CCO)Cc1ccccc1
40) COc1cc(CNC2CCC(C)C2)cc(OC)c1 (configuration not stated)

Assay by compound	33	34	35	36	37	38	39	40
AmpC no deterg	-47.0%	78.7%[activator]	-8.8%	-10.9%	-7.0%	.	210.8%[activator]	-19.2%
HCV inh	?	-4.2%	-14.8%	5.0%	5.0%	.	?	-7.0%
HCMV inh	-94.8*	19.1	35.6	68.3	21.5	1.8	18.0	29.5
FBPA Giardia inh	9.1%	.	3.2%	13.8%	-4.3%	.	.	-5.2%
Sm TGR block	1.5%	3.5%	-1.7%	3.5%	-3.2%	3.0%	.	-11.0%
AmpC inh detg	-2.2%	14.6%	1.0%	-6.1%	2.0%	4.8%	.	-11.6%

Reformatted: 2 of the compounds above.
item | Structure | AmpC no deterg | HCV inh | HCMV inh | FBPA Giardia inh | Sm TGR block | AmpC inh detg
35 | CCCCOc1cccc(NC(=O)CSc2nncn2C)c1 | -8.8% | -14.8% | 35.6 | 3.2% | -1.7% | 1.0%
18 | COc1ccc(CCn2ccc(O)c(Cc3ccc(Cl)cc3)c2=O)cc1OC | -37.2% | -5.9% | 21.2 | -11.5% | -12.0% | 3.2%

Further results follow.
41) CCCc1nc2c(s1)CCc1onc(-c3cccc([N+](=O)[O-])c3)c1-2
42) O=C(COc1ccc(F)cc1)NCCc1nc2ccccc2[nH]1
43) Cc1nc(=S)c2ccccc2[nH]1
44) Cc1cccc(NC(=O)Cn2c(O)c(N=NC(N)=S)c3ccccc32)c1
45) CCOc1ccc(CCNC(=O)C(C)n2nc(C)c3c(C)n(-c4ccccc4)nc3c2=O)cc1 (configuration not stated)
46) COC(=O)c1sc(N/N=C/c2ccc(C(C)C)cc2)nc1C
47) CCOC(=O)C1CCN(C(=O)Nc2c(-c3ccccc3)noc2C)CC1
48) CC(C)(C)c1ccc(C(=O)NCC(c2cccs2)S(=O)(=O)c2cccs2)cc1 (configuration not stated)

Assay by compound	41	42	43	44	45	46	47	48
AmpC no deterg	-17.4%	.	-6.8%	-54.5%	34.6%	-12.3%	-8.4%	.
HCV inh	-15.1%	.	?	?	-28.8%	?	-12.1%	.
HCMV inh	-0.4	-0.9	114.3	29.1	-23.9	-18.4	25.2	-34.0
FBPA Giardia inh	.	.	-12.5%	-4.4%	.	5.2%	3.4%	.
Sm TGR block	0.4%	-1.3%	0.0%	2.3%	6.4%	-16.7%	-8.8%	35.5µM*
AmpC inh detg	-6.1%	-4.3%	2.9%	-0.3%	-9.2%	-7.9%	-3.9%	11.4%

49) O=C(COC(=O)Cn1nnc2ccccc21)Nc1ccccc1Br
50) CN(C(=O)COC(=O)c1cc(S(=O)(=O)N2CCOCC2)ccc1F)C1CCS(=O)(=O)C1 (configuration not stated)
51) CC(=O)Oc1ccc(/C=N/NC(=O)c2ccc(N(C)S(=O)(=O)c3ccccc3)cc2)cc1
52) CCOc1cc(C(=O)Nc2ccc(-c3nc4ncccc4o3)cc2C)cc(OCC)c1OCC
53) COc1cc2[nH]c(=O)n(CCCC(=O)NCc3ccccc3Cl)c(=O)c2cc1OC
54) CC(C)N1CCN(c2ccc(OC[C@H]3CO[C@](Cn4cncn4)(c4ccc(Cl)cc4Cl)O3)cc2)CC1
55) O=c1[nH]c(/C=C/c2ccccc2F)nc2ccccc12
56) c1cnc2ccc(C(c3nnnn3C3CCCC3)N3CCSCC3)cc2c1 (configuration not stated)
57) COc1cc2c(cc1NC(=O)CCC(=O)O)oc1ccccc12

Assay by compound	49	50	51	52	53	54	55	56	57
AmpC no deterg	-18.8%	-22.0%	-19.8%	.	.	209.8%[activator]	-14.1%	19.9%	-10.4%
HCV inh	3.5%	9.5%	-20.1%	.	.	?	-18.4%	10.5%	?
HCMV inh	-15.4	5.8	1.3	1.1	-1.0	-98.7*	14.0	17.7	-4.6
FBPA Giardia inh	0.8%	.	-4.9%	.	.	.	9.2%	2.8%	-0.8%
Sm TGR block	0.4%	-1.6%	24.1%	-0.9%	-1.0%	-1.7%	-6.4%	-15.7%	12.4%
AmpC inh detg	-3.6%	?	-2.4%	-2.9%	-3.5%	?	-12.2%	-7.8%	-15.8%

Screening results: PubChem BioAssay, National Center for Advancing Translational Sciences (NCATS)
